Source: PubChem BioAssay
PrPC surface inh – cell surface PrPC inhibition, primary TR-FRET screen | P04156 | TR-FRET read-out | inhibition, % at 13.8 µM | hit rate 0.43% among 370,000 | AID 720596; in the data active = inhibition above about 24%; also: 0% = median of the test wells and 100% = reference compound wells
BoNT-A LC inh2 – BoNT A light chain protease inhibition; multiplex microsphere protease substrate cleavage, flow cytometry; inhibition, % at 10 µM; hit rate 0.17% among 360,000; AID 588499; in the data active = inhibition above about 30%; inconclusive = no clear call, values can overlap the other calls; also: plate controls were buffer without enzyme for full effect and enzyme alone for no effect
FadD28 binding – M. tuberculosis FadD28 bisubstrate binding inhibition. FadD28 bisubstrate probe binding, fluorescence polarization. inhibition, % at 12.5 µM. hit rate 0.22% among 360,000; in the data active = inhibition above about 8.5%, passing the limit was not always enough; inconclusive = no clear call, values can overlap the other calls
CCHFV vOTU inh – CCHFV vOTU protease inhibition; hit rate 0.55% among 370,000; AID 651958; Pep-AMC fluorescence; inhibition, % at 11.5 µM; also: 0% = vehicle wells with enzyme and 100% = no enzyme wells
Mtb BioA inh – blocks M. tuberculosis BioA enzyme activity; purified M. tuberculosis BioA enzyme, plate reader; inhibition, % at 9.99 µM; hit rate 0.096% among 360,000; AID 602481; in the data active = inhibition above about 40%; inconclusive = no clear call, values can overlap the other calls
Mtb UGM inh – Mtb UDP-galactopyranose mutase inhibition; purified UGM, fluorescence polarization probe displacement; inhibition, % at 10 µM; hit rate 0.06% among 320,000; in the data active = inhibition above about 10%, passing the limit was not always enough; inconclusive = no clear call, values can overlap the other calls
Target sequence (P9WIQ1 whole entry, looked up): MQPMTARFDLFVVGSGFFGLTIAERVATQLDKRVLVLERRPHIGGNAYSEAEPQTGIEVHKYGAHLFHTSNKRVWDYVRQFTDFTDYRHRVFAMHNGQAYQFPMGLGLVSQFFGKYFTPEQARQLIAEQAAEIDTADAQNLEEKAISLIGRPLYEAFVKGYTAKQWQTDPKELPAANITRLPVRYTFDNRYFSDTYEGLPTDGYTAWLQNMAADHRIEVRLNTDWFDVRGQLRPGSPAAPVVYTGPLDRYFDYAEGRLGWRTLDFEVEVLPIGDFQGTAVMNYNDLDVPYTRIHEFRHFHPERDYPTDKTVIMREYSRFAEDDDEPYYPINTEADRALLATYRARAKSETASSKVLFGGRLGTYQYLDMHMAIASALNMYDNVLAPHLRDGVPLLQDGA
GDH-TPI inh – counter-screen for M. tuberculosis FBA inhibitors: GDH-TPI coupled enzymes; GDH-TPI coupled enzyme counterscreen, NADH absorbance; inhibition, % at 4.8 µM; hit rate 1.2% among 360,000; AID 588335;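 also: 0% = DMSO wells and 100% = wells lacking the enzyme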
FBA Mtb inh – inhibits M. tuberculosis FBA enzyme. P9WQA3. purified M. tuberculosis FBA, fluorescence read-out. inhibition, % at 1 µM. hit rate 2.3% among 360,000. AID 588726; in the data active = inhibition above about 27%;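 also: 0% = vehicle and 100% = reference inhibitor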
Target sequence (P9WQA3 whole entry, looked up): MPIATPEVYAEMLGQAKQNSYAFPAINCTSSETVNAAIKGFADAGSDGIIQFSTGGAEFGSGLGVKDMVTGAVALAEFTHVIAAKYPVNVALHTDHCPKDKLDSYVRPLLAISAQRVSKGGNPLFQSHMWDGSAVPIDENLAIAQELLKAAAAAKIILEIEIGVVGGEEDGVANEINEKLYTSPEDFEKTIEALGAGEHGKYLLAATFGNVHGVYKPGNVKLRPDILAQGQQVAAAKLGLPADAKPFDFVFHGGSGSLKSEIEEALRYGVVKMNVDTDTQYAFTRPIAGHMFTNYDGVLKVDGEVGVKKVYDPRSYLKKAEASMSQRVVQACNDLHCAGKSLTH
BoNT F protease – blocks Botulinum neurotoxin F light chain protease | Multiplex microsphere protease cleavage assay, flow cytometry | inhibition, % at 10 µM | hit rate 0.22% among 360,000 | AID 588497; in the data active = inhibition above about 35%, passing the limit was not always enough; inconclusive = no clear call, values can overlap the other calls; also: plate controls were buffer without enzyme for full effect and enzyme alone for no effect
Active calls of the source: *; ? = inconclusive; nt = no result given; + = active, no number; & = joins results of further samples. Rule as the data show it, unless noted: active = inhibition above about 30%; inactive = the rest.

SMILES | PrPC surface inh | BoNT-A LC inh2 | FadD28 binding | CCHFV vOTU inh | Mtb BioA inh | Mtb UGM inh | GDH-TPI inh | FBA Mtb inh | BoNT F protease
CCN(C(=O)COC(=O)/C=C/c1c(C)nn(-c2ccccc2)c1C)c1c(N)n(Cc2ccccc2)c(=O)[nH]c1=O | 0 | -0.3 | -1.1 | 9 | -0.6 | nt | 13 | 5 | -8
O=C(CCC1CCCN(Cc2ccncc2)C1)NCc1ccc(F)c(F)c1 (configuration not stated) | -10 | -0.9 | -1.5 | -11 | nt | -1.9 | -6 | 0 | 2
CCN1CCN(C(=O)CCCn2c(C)c3cnn(-c4ccccc4)c(=O)c3c2C)CC1 | -4 | -0.4 | -0.9 | -2 | 0.7 | -0.8 | 12 | 3 | -14
CCOC(=O)N/N=C\c1ccc([N+](=O)[O-])o1 | -19 | 0.5 | -1.1 | 24 | -1.4 | -0.8 | 8 | 0 | 4
O=S1(=O)CCN(C2CCCCCCC2)CC1 | 6 | 0.0 | -4.2 | -3 | nt | nt | -6 | -4 | -1
CN1OC[C@@H]2CN(C(=O)c3cccc4ccccc34)[C@H](c3ccc(N4CCCCC4)cc3)C[C@@H]21 | -1 | -2.7 | -2.7 | 12 | -1.4 | nt | nt | -3 | -6
COc1ccccc1OCC(=O)NNC(=O)C(=O)N1CCCC1 | -3 | 1.1 | -3.2 | -7 | -2.0 | 0.2 | -13 | -3 | 2
Clc1cccc(Cl)c1CNCCCSc1ncccn1 | 11 | nt | -0.5 | -2 | 1.8 | 1.4 | 5 | -1 | nt
COc1ccccc1C(C(=O)NCc1ccccc1)N(C(=O)c1csnn1)C1CC1 (configuration not stated) | 3 | 0.7 | -2.1 | 1 | 0.8 | -0.5 | -7 | -6 | -31
Cc1nnc(SCC(=O)Nc2sc3c(c2C(N)=O)CCCC3)[nH]c1=O | 0 | 0.2 | 0.9 | -5 | nt | 0.3 | 8 | 0 | 2
CCCNC(=S)Nc1cc2oc3ccccc3c2cc1OC | 2 | 1.7 | -1.4 | 27 | -1.2 | 1.4 | 12 | 4 | 9
COc1ccc(N2C(=O)NC(=O)C(CCc3ccncc3)(CCc3ccncc3)C2=O)cc1 | -2 | -1.1 | -3.5 | 0 | -1.3 | -0.8 | -7 | -1 | -10
CCN1C(=O)[C@H]2[C@H]3CN=C(SCC4CC4)N3[C@@](Cc3ccccc3)(C(=O)OC)[C@H]2C1=O | -8 | -0.2 | -1.2 | 4 | -1.5 | nt | 0 | 1 | -5
CN1CSC2=C(C#N)C(c3cccc(OCc4ccccc4)c3)CC(=O)N2C1 (configuration not stated) | -4 | 0.2 | 1.7 | 1 | -0.7 | -0.2 | 5 | 7 | 1
CC(C)(C)c1ccc(S(=O)(=O)n2c(CN3CCOCC3)nc3ccccc32)cc1 | -4 | -1.2 | -0.6 | -14 | nt | 2.1 | 3 | 2 | -26
COc1ccc(Cc2nnc(SCC(=O)Nc3c(C)cccc3C)[nH]c2=O)cc1 | -3 | -0.2 | -4.7 | -12 | 0.6 | 3.4 | 6 | -3 | 8
CSc1ccc(CNC(=O)C2Cc3cc(S(=O)(=O)N4CCCCC4)ccc3N2C(C)=O)cc1 (configuration not stated) | 2 | -2.3 | -0.5 | 5 | -0.3 | -5.8 | 2 | -1 | -8
Cc1cc(-c2cc(N)n(-c3ccccc3)n2)c(C)n1C1CCCC1 | -3 | 2.4 | 1.6 | -15 | -4.5 | -2.1 | 18 | 1 | -16
COCc1cc(Sc2cccc(Cl)c2Cl)nc(-c2ccccc2)n1 | 2 | 0.1 | -4.8 | 1 | -1.7 | 0.8 | 6 | -2 | ?
Cc1noc(C)c1C(=O)N(CC(C)C)c1nc2ccccc2s1 | 7 | -0.5 | -0.3 | 3 | -0.8 | 0.3 | 6 | 0 | -3
C=CCOc1c(/C=N\NC(N)=O)cccc1OC | -3 | 2.8 | -1.3 | 6 | -2.0 | -0.4 | -8 | 16 | 5
CC1=CC(C)C2C(=O)N(CCC[N+](C)(C)C)C(=O)C2C1 (configuration not stated) | 3 | -1.4 | 0.0 | 15 | -0.8 | 1.6 | 18 | 3 | -2
Cc1nc(SCC(=O)Nc2sccc2C(N)=O)c2c(C)c(C)sc2n1 | -2 | 0.3 | -6.0 | 3 | 5.8 | nt | 6 | -1 | -7
Cc1cccc2cc3c(N)c(C(=O)N4CCOCC4)sc3nc12 | -1 | 3.6 | -3.2 | -9 | -0.9 | 2.0 | 5 | 6 | 9
NC(=O)C1CC(=O)N(c2ccc(OCc3c(Cl)cccc3Cl)cc2)C1 (configuration not stated) | 4 | -0.7 | 1.0 | -3 | -0.9 | 4.9 | 1 | -2 | -5
Cc1ccc(S(=O)(=O)NC(=O)C2(C)CCN2C(=O)c2ccccc2)cc1 (configuration not stated) | -8 | -0.1 | -3.9 | 5 | -2.3 | nt | -12 | -1 | 3
CC1(c2ccccc2Br)NC(=O)N(CC(=O)N2CCc3ccccc3C2)C1=O (configuration not stated) | -1 | 0.5 | -1.5 | 11 | -0.1 | 0.0 | -2 | -1 | 6
COc1ccc(C(=O)N2CCC(C(=O)Nc3ccc4c(c3)OCCO4)CC2)cc1 | 9 | nt | -0.1 | 19 | 2.2 | 5.8 | 3 | 5 | nt
CC(C)(C)c1ccc(S(=O)(=O)CCc2ccccn2)cc1 | -5 | 0.0 | -1.8 | 0 | 0.2 | -0.7 | -2 | 2 | 1
O=C(c1ccc2c(c1)[nH]c(=S)n1c3ccccc3nc21)N1CCN(c2ncccn2)CC1 | -2 | 0.5 | -1.5 | 7 | -3.3 | -1.2 | 5 | 2 | -13
CCS(=O)(=O)c1nc(S(=O)(=O)c2ccc(Cl)cc2)c(N2CCC(C(N)=O)CC2)s1 | -3 | -1.1 | -0.9 | 10 | -0.2 | 3.1 | 9 | 1 | -12
Cn1c(CCN2CCN(c3ccccn3)CC2)nc2cc(NC(=O)COc3ccc([N+](=O)[O-])cc3)ccc21 | 6 | -0.4 | 1.3 | 8 | -1.1 | 0.1 | 12 | 1 | -1
CC(C)NC(=O)N1CCN(c2ccncc2S(=O)(=O)N2CCOCC2)CC1 | 2 | -1.0 | -0.3 | 2 | -1.3 | nt | 14 | 1 | 13
N#C/C(C(=O)NCc1ccco1)=C1/SC(Cc2ccc(Cl)cc2)C(=O)N1c1ccccc1 (configuration not stated) | -5 | -0.3 | -3.2 | 6 | -1.0 | -1.2 | 11 | 1 | -4
CCn1ncc(C2=NOC(C(=O)Nc3ccc(C)cc3)C2)c1C (configuration not stated) | 12 | 0.0 | -0.9 | 3 | nt | -0.1 | -5 | 2 | 13
CCOc1ccc(C2C3=C(CCCC3=O)Nc3ccc4ncccc4c32)cc1 (configuration not stated) | -5 | -0.4 | -2.4 | 10 | 9.3 | -1.0 | 13 | 0 | -8
CCc1ccc(NC(=O)CSc2nnc(Cc3cccn3C)n2-c2ccc(F)cc2)cc1 | 13 | 0.2 | -0.4 | 20 | 1.1 | 1.5 | 5 | -2 | 2
COc1ccccc1CCC(=O)N1CCN(C(=O)c2ccccc2)CC1 | 10 | 0.9 | 2.6 | -7 | 0.3 | -3.7 | 14 | 0 | 24
Cc1nnc(Nc2ccccc2)n(N)c1=O | -2 | -0.7 | -1.4 | -9 | nt | -1.0 | 6 | -3 | -10
Cn1c(=O)oc2cc(S(=O)(=O)N3CCN(c4ccccc4F)CC3)ccc21 | 2 | 0.8 | 0.3 | -6 | 0.1 | 0.6 | 13 | 5 | -2
Cc1c(C2OC(=O)C3(CCCCC3)C(=O)C2(C)C)c(=O)n(-c2ccccc2)n1C (configuration not stated) | 2 | -2.2 | -2.8 | 2 | nt | -7.2 | -3 | 3 | -10
CC(C)(C)C1CCC(=O)C(C2(O)C(=O)Nc3ccccc32)C1 (configuration not stated) | -11 | -0.1 | 0.4 | -4 | -0.3 | -0.6 | 4 | 2 | 4
CCOC(=O)c1c(NC(=O)C(Sc2ccccc2)c2ccccc2)sc(C(=O)N(C)C)c1C (configuration not stated) | 15 | 0.2 | -1.2 | 24 | nt | -0.5 | 1 | 0 | -6
O=C(Nc1ccc(S(=O)(=O)N2CCOCC2)cc1)c1ccc(Cl)s1 | 7 | -0.7 | -13 | -5 | -0.3 | 0.2 | -2 | -4 | -5
CCn1c(COc2ccccc2C)nnc1SCC(=O)N1CCCCC1 | 8 | -0.1 | -4.2 | 11 | 3.6 | 5.4 | -4 | -1 | -3
c1ccc2c(c1)nnn2Cn1nnc2ccccc21 | 5 | 0.2 | -3.5 | -14 | 0.6 | nt | -2 | -3 | 3
COc1ccccc1OCCn1cc(/C=C(\C#N)C(=O)NCc2ccco2)c2ccccc21 | -3 | -0.4 | -1.9 | 4 | -0.9 | -1.5 | 12 | 1 | 1
CNc1nc(N)c([N+](=O)[O-])c(NCC2CCCO2)n1 (configuration not stated) | -7 | -10 | -1.6 | -5 | nt | -1.0 | 34* | -3 | ?
Cc1ccc(S(=O)(=O)c2nc(N3CCOCC3)sc2Cl)cc1 | 7 | 0.0 | -2.9 | 4 | 1.5 | 1.9 | -2 | -1 | -11
CC1Cc2ccccc2N1C(=O)NC1CC(=O)N(c2ccc3c(c2)OCCO3)C1 (configuration not stated) | 2 | 0.7 | -3.1 | -3 | nt | -0.2 | -5 | -3 | -2
C=CCn1c(=N)c(C(=O)NCCCOC)cc2c(=O)n3cccc(C)c3nc21 | -42 | 1.8 | -1.6 | -190 | 0.1 | -4.0 | 15 | + | 0
CC1CCN(C(=O)c2ccc(NS(=O)(=O)c3cccs3)cc2)CC1 | 6 | 0.3 | 2.0 | 7 | -1.4 | 0.7 | -15 | 0 | 0
O=C(CN1CCN(C2CCCCC2)CC1)Nc1ccc(Br)cc1 | 1 | -0.3 | -2.1 | 12 | nt | -0.9 | 4 | 4 | -2
COc1ccc(S(=O)(=O)N(C)C[C@H]2Oc3c(NC(=O)NC(C)C)cccc3C(=O)N([C@H](C)CO)C[C@@H]2C)cc1 | -7 | -0.3 | -0.5 | -7 | 0.6&-0.9 | 3.5 | 6 | 0 | -4
COc1cccc(-c2nnn(CC(=O)N(CC(C)C)C3CCS(=O)(=O)C3)n2)c1 (configuration not stated) | -1 | 2.2 | -1.3 | -8 | 0.5 | -1.2 | 7 | 6 | 8
COc1ccc(CCC(C)NCc2ccc(Cl)c(Cl)c2)cc1 (configuration not stated) | 3 | -2.1 | -6.2 | 5 | -0.3 | 0.2 | 0 | 0 | ?
Cc1ccc(N(C)S(=O)(=O)c2cccc(C(=O)N3CCN(Cc4ccccc4)CC3)c2)cc1 | 17 | nt | -2.4 | 18 | -2.2 | -0.1 | 0 | 3 | nt
COc1cc2[nH]c(=O)n(CCC(=O)N3CC=C(c4ccccc4)CC3)c(=O)c2cc1OC | -5 | -0.4 | -0.2 | -40 | nt | -3.2 | 7 | 7 | -4
Cc1ccc(OCC(=O)N/N=C2/SCC(=O)N2Cc2ccco2)cc1 | -10 | -0.9 | -4.2 | -1 | nt | -2.7 | -7 | -2 | -8
CCOc1ccc(S(=O)(=O)N2CCOCC2)cc1NC(=O)CN1C(=O)NC2(CCCCC2)C1=O | -9 | -0.9 | -3.1 | 11 | -0.6 | -0.4 | -13 | -4 | -5
CCN(CC(=O)NCc1ccc(Cl)cc1)C(=O)CCc1ccccc1 | 5 | -1.1 | -0.4 | -11 | 3.7 | 0.2 | 1 | 1 | 0

3 entries from above in another layout:
Molecule: COc1cc2[nH]c(=O)n(CCC(=O)N3CC=C(c4ccccc4)CC3)c(=O)c2cc1OC
  PrPC surface inh = -5	BoNT-A LC inh2 = -0.4	FadD28 binding = -0.2	CCHFV vOTU inh = -40	Mtb BioA inh = nt	Mtb UGM inh = -3.2	GDH-TPI inh = 7	FBA Mtb inh = 7	BoNT F protease = -4

Molecule: Cc1ccc(OCC(=O)N/N=C2/SCC(=O)N2Cc2ccco2)cc1
  PrPC surface inh = -10	BoNT-A LC inh2 = -0.9	FadD28 binding = -4.2	CCHFV vOTU inh = -1	Mtb BioA inh = nt	Mtb UGM inh = -2.7	GDH-TPI inh = -7	FBA Mtb inh = -2	BoNT F protease = -8

Molecule: CCOc1ccc(S(=O)(=O)N2CCOCC2)cc1NC(=O)CN1C(=O)NC2(CCCCC2)C1=O
  PrPC surface inh = -9	BoNT-A LC inh2 = -0.9	FadD28 binding = -3.1	CCHFV vOTU inh = 11	Mtb BioA inh = -0.6	Mtb UGM inh = -0.4	GDH-TPI inh = -13	FBA Mtb inh = -4	BoNT F protease = -5
